RXFP1 agonist = activates the human relaxin receptor RXFP1; AID 2676; Potency, µM (series often up to 57.5 µM), without a hit: top-dose activation, usual class: activators; 370,000 compounds, 0.3% hits; Q9HBX9; HEK293T-RXFP1 cAMP TR-FRET, 30 min; response scale: percent of porcine relaxin response, buffer zero; also: potency is read from the fitted curve at half-maximal effect; % is scaled to controls: 0 for no effect and ±100 for the full control effect; nearly all actives have a fitted effect of over 60% in size; many of its hits are not listed in these tables
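cAMP rise read by TR-FRET after 30 min, 37C compound exposure (up to 58 uM) in RXFP1-transfected HEK293 cells with Ro 20174 present. EC50 from Hill-equation fits, with 29 nM porcine relaxin as 100% and buffer as basal.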
D1 antag = human D1 dopamine receptor antagonism; P21728; HEK293 TREx D1 cells, calcium flux, dopamine EC80; active compounds read low; activity change, negative = inhibition, % at 10 µM; 360,000 compounds, 3.2% hits; AID 504652; in the data active = activity change below about -30%; also: % is scaled to controls: 0 for no effect and ±100 for the full control effect
Target sequence (P21728 whole entry, looked up): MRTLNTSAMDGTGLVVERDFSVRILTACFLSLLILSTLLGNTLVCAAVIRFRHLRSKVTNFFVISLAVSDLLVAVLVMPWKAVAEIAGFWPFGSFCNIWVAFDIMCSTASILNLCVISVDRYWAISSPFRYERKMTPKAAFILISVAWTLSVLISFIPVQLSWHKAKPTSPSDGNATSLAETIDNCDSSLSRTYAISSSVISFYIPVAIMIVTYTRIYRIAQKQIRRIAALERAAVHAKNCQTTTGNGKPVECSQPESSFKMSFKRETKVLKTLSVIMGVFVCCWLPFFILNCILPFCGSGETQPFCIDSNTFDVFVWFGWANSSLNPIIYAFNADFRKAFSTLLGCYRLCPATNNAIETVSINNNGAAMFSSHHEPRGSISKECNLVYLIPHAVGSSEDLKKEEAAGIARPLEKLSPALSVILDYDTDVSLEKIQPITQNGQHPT
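Inducible Hek293 Trex D1 cells (tetracycline, overnight, 30 C). Calcium dye 30–90 min RT. Antagonist mode: EC80 dopamine added after 180 s compound read.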
GRP78 ERSR act = ER stress response induction in glioma. U87-MG GRP78 promoter luciferase reporter, 16 h. Potency, µM, for inactives: at the top dose activation, most hits filed as activators. 420,000 compounds, 0.02% hits. AID 602332; also: potency is read from the fitted curve at half-maximal effect; series mostly up to about 76 µM; % of control where 0% means no effect; nearly all actives have a fitted effect of over 35% in size
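ERSR induction read as luciferase luminescence (Bright-Glo, 10 min at room temperature) in stably transfected human U87-MG glioma cells exposed to compounds for 16 h, using GRP78 as sensor.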
D1 agonist = agonists of human D1 dopamine receptor. HEK293 T-REx D1 cells, calcium flux, agonist mode. activation, % at 2 µM. 360,000 compounds, 1% hits; in the data active = activation above about 30%; also: 0% is about no effect
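Inducible HEK293 T-REx D1 cells, force-coupled to calcium signalling, were plated at 4000 cells/well with tetracycline and held overnight at 30 C. After no-wash calcium dye loading, compound-evoked calcium rise over 180 s flagged agonists.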
Vif-APOBEC3F blk = Vif-A3F binding inhibition. HeLa A3F-eYFP + Vif (tagged APOBEC3F with the HIV-1 protein that degrades it), YFP fluorescence increase. Potency, µM (series often up to 46.1 µM), inactives show at the highest dose activity, negative = active. 390,000 compounds, 0.2% hits. AID 602313; also: potency is read from the fitted curve at half-maximal effect; % of control where 0% means no effect; nearly all actives have a fitted effect of over 65% in size
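HeLa cells stably expressing Vif plus C-terminally eYFP-tagged A3F were seeded, incubated overnight at 37 deg C, dosed with compound, incubated overnight again at 37 deg C. Yellow fluorescence (Ex 488/Em 500-530) reported blocked Vif-mediated A3F-eYFP degradation.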
LDHA inh = LDHA (human) enzyme inhibition | 480,000 compounds, 0.15% hits | purified LDHA, NADH/diaphorase-resazurin fluorescence; active compounds read low | AID 1347041 | activity change, % (values are at about 110 or 230 µM); in the data active = activity change below about -30%; inconclusive = mostly about -25% to -30%;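 also: plate controls were DMSO wells for no effect and wells without enzyme for full effect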
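Human LDH5 at 2 nM final in Tris HCl pH 7.4 with 0.06 mM NADH and 0.2 mM pyruvate, reacted 5 minutes at room temperature. Remaining NADH coupled via diaphorase/resazurin; resorufin fluorescence read at 0 and 20 minutes, normalized to enzyme-free and DMSO wells.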
D1 potentiator = human D1 dopamine receptor positive modulation. 360,000 compounds, 0.036% hits. HEK293 TREx D1 cells, calcium flux, dopamine EC20 potentiation. potentiation, % at 10 µM; in the data active = potentiation above about 30%; also: 0% is about no effect
D2 potentiator = positively modulates the human D2 dopamine receptor allosterically; P14416; HEK293 T-REx D2, calcium flux, EC20 dopamine potentiation; potentiation, % at 10 µM; 340,000 compounds, 0.34% hits; AID 485347;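 active = potentiation over 3 SD above the plate norm, cut at about 30% in these data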; also: 0% is about no effect
Target sequence (P14416 whole entry, looked up): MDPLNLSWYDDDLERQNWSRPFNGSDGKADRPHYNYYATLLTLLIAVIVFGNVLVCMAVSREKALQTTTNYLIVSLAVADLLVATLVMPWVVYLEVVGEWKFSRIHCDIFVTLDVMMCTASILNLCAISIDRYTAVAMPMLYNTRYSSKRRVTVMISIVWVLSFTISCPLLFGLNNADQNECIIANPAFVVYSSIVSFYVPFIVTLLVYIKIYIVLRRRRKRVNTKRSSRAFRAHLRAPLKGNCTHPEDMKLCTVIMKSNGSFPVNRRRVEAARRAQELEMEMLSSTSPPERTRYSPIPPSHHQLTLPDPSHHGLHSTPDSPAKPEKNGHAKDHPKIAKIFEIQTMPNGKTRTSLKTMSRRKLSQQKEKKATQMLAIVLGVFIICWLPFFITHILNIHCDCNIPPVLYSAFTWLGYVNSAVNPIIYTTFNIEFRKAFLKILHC
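Tetracycline-induced HEK293 T-REx cells force-coupled to calcium signalling expressed D2; compounds were pin-added after a 10 s baseline, read kinetically 180 s, then an EC20 dopamine challenge followed with a further 180 s calcium read.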
Vif-APOBEC3G blk = inhibitors of Vif-APOBEC3G interaction; Q9HC16; HeLa A3G-eYFP + Vif (tagged APOBEC3G with the HIV-1 protein that degrades it), YFP fluorescence, overnight; Potency, µM (highest dose often 46.1 µM), inactives show at the top dose activity, negative = active, most hits filed as inhibitors; 410,000 compounds, 0.076% hits;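 also: potency is read from the fitted curve at half-maximal effect; % is scaled to controls: 0 for no effect and ±100 for the full control effect; nearly all actives have a fitted effect of over 60% in size; hits raise eYFP signal because A3G escapes Vif-driven loss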
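HeLa cells stably expressing Vif and C-terminally eYFP-tagged A3G, seeded overnight at 37 deg C, then exposed to compound by pintool overnight at 37 deg C. Rise in yellow fluorescence (Ex 488/Em 500-530, Acumen) marks blocked Vif-driven A3G degradation.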
Numbers without * were called inactive; ? = inconclusive; nt = no result given. Unless noted, calls follow the shape of the dose curve; as a rule, active = well fitted curve in the direction sought with a large enough effect; inconclusive = small, poorly fitted or top-dose-only effect, or another doubt; inactive = no such curve, though single readings can be large; an effect the other way counts as inactive or inconclusive.

SMILES	RXFP1 agonist	D1 antag	GRP78 ERSR act	D1 agonist	Vif-APOBEC3F blk	LDHA inh	D1 potentiator	D2 potentiator	Vif-APOBEC3G blk
Cc1cc(C)c2c(N=NN(C)C)[nH]nc2n1	1.8%	nt	1%	nt	-7%	2	nt	nt	-1%
Cc1[nH]cnc1CSCc1ccc(F)cc1	-2.4%	-1	4%	3	0%	-4	-1	-6	0%
CCCCn1nnnc1SCC(=O)NNC(=O)C1CCCCC1	3.0%	-6	-3%	2	-2%	1	-2	4	0%
CCC(C)NC(=O)CSc1nc2ccc(N3CCOCC3)cc2c(=O)n1CCc1ccccc1 (stereo not given)	15%	3	nt	1	nt	nt	0	-1	nt
COc1cccc(NC(=O)CN(C)C(=O)c2cc3c(s2)CCCC3)c1	0.1%	1	15%	0	-13%	5	-6	-10	6%
COc1ccc(-c2ccc3c(c2)c(-c2cccs2)c(-c2cc(OC)cc(OC)c2)n3C)cc1	2.9%	nt	-6%	1	-5%	-5	2	4	-7%
CCN(CC)c1ccc(C2CC(=O)Nc3cc(OC)c(OC)cc32)cc1 (stereo not given)	5.5%	-8	-3%	3	-1%	2	1	0	1%
CCCCCCSc1ccc([C@@H]2[C@@H]3C(=O)N(CC)C(=O)[C@@H]3[C@]3(C(=O)OC)CCCCN23)cc1	nt	nt	1%	nt	-23%	6	nt	nt	1%
COc1cc(C(C)n2nnc3ccccc32)ccc1O (stereo not given)	nt	nt	-2%	nt	-2%	-3	nt	nt	1%
O=C(Cn1cncn1)c1ccc(F)cc1F	2.8%	3	-1%	3	8%	-7	1	10	2%
COc1ccc(C(=O)CN2CC(C)SC2=Nc2ccc(Cl)cc2)cc1 (stereo not given)	0.2%	16	5%	8	-4%	-7	7	-13	3%
Cc1nnc(C)n1/N=C/c1cccs1	2.7%	11	-4%	1	6%	-10	-9	10	1%
O=C(NC(=O)c1ccccc1)Nc1ccc(-c2cc(C(F)(F)F)nn2-c2ccccc2)cc1	1.1%	4	nt	2	nt	1	0	4	nt
Cc1ccccc1N(C(=O)c1snc(C(N)=O)c1N)C(C(=O)NCC1CCCO1)c1ccc(F)cc1 (stereo not given)	0.7%	1	-2%	7	7%	7	-8	14	-3%
COc1ccc(NC(=O)c2c(NCc3cccs3)sc3c2CCC(C)C3)c(OC)c1 (stereo not given)	5.9%	10	-3%	1	0%	0	4	15	-1%
O=C(CC1C(=O)NCCN1Cc1cccc(F)c1)NC1CCC1 (stereo not given)	0.2%	17	-3%	5	-6%	3	-3	17	3%
O=C1NCCN1Cc1ccc(Cl)cc1	0.0%	-2	-2%	0	-3%	-15	-8	49*	-1%
Cn1nc(C(=O)Nc2ccccc2N2CCOCC2)ccc1=O	4.1%	36	0%	1	2%	-8	-1	-5	1%
COc1cc(/C=C2/N=C(c3ccccc3F)OC2=O)cc(Cl)c1OS(C)(=O)=O	1.0%	4	-4%	1	-12%	-5	3	0	0%
COc1ccc(-n2nnc3c(=O)n(Cc4cccc(C)c4)cnc32)cc1	-1.0%	-27	-6%	2	1%	-12	-6	4	-3%
CC(C)OC(=O)c1cc2c(ccn2C)n1CC(=O)N(Cc1ccccc1)c1ccccc1	1.2%	-21	1%	1	-11%	-1	-1	-4	-2%
CCc1nnc(NS(=O)(=O)c2ccc(N/C=C\C(=O)c3cccc4ccccc34)cc2)s1	-0.5%	-3	3%	2	-2%	-16	3	-6	-26%
CCOC(=O)CC(NC(=O)CCc1c(C)nc2nc(C)nn2c1C)c1ccc(C)cc1 (stereo not given)	0.8%	-3	-5%	1	0%	-3	-1	10	-6%
CCC(Sc1nc2n[nH]c(C)c2c(=N)n1-c1ccccc1Cl)C(=O)N(CC)CC (stereo not given)	3.8%	-16	-3%	2	-13%	-2	-5	-21	-20%
O=C(O)C1C2C=CC(O2)C1C(=O)NCc1ccccc1Br (stereo not given)	0.1%	19	-2%	-3	-16%	-5	4	0	1%
Next section.
SMILES	RXFP1 agonist	D1 antag	GRP78 ERSR act	D1 agonist	Vif-APOBEC3F blk	LDHA inh	D1 potentiator	D2 potentiator	Vif-APOBEC3G blk
COc1ccc(-c2csc3nc(-c4ccccc4F)oc(=O)c23)cc1	1.1%	-5	0%	4	?	-4	0	4	-10%
Cc1c(C(=O)NC(=S)NCc2cccnc2)cccc1[N+](=O)[O-]	0.6%	-16	-3%	3	5%	-6	-4	1	0%
COc1ccc(C2C(C#N)=C(N)Oc3n[nH]c(C)c32)cc1CN1CCN(c2ccc(F)cc2)CC1 (stereo not given)	1.8%	-24	-3%	2	-10%	-12	-6	-19	2%
Cc1ccc([N+](=O)[O-])cc1S(=O)(=O)Nc1cccc(S(=O)(=O)NC2=NCCC2)c1	nt	nt	-1%	nt	2%	-1	nt	nt	1%
CC(C)c1ccc(C(=O)N2CCN(c3cnn(C)c(=O)c3Cl)CC2)cc1	4.8%	0	-1%	1	-11%	-8	-6	-5	-1%
O=C(NNC(=O)c1ccccc1Br)c1cccs1	0.6%	-25	-3%	3	-1%	-4	-2	1	-4%
COc1ccccc1CNC(=O)C(=O)Nc1nccs1	0.4%	1	2%	2	0%	0	-2	-12	0%
O=C(CSC(=S)N1CCOCC1)Nc1nccs1	1.8%	-4	-2%	2	0%	0	-1	nt	4%
CCOc1ccc(CN(C)C(=O)c2ccc(S(=O)(=O)N(C)c3ccccc3OC)cc2)cc1	-0.1%	-27	4%	7	3%	-2	-2	4	2%
Cc1cc(C)nc(CCNC(=O)c2cc(COc3ccccc3)on2)n1	-0.4%	-1	13%	3	0%	-1	1	nt	2%
COc1ccc(S(=O)(=O)c2c(O)cc(C)c(NS(=O)(=O)c3ccccc3)c2C)cc1	1.4%	2	-7%	1	1%	1	-4	-6	0%
Cc1nc(SCC(=O)OC(C)(C)C)c2c3c(sc2n1)CCCC3	-1.2%	13	2%	0	-1%	-7	2	2	-3%
CCC(C)(C)NC(=O)CN(C(=O)CCC(=O)Nc1nccs1)c1ccc2c(c1)OCCO2	-1.3%	31	-7%	-3	1%	-4	0	31*	-6%
Brc1ccccc1/C=N/Nc1nc2ccccc2o1	3.8%	7	8%	1	-15%	-6	-3	7	-5%
CC1C(c2ccccc2)OCCN1C(=S)Nc1ccc(S(=O)(=O)N2CCCCC2)cc1 (stereo not given)	nt	nt	3%	nt	0%	-9	nt	nt	1%
Cn1nc(C(=O)Nc2ccc(S(=O)(=O)N3CCCCC3)cc2)ccc1=O	1.7%	-25	-7%	6	3%	0	-1	3	1%
CCC/C(O)=C1\C(=O)CCCC1=NCCc1c(C)[nH]c2ccc(C)cc12	-2.2%	-8	-2%	3	-12%	-3	-3	-2	0%
CC(C)CNC(=O)c1c2c(nc3ccccc13)-c1ccccc1CC2	10%	8	-3%	2	-10%	-3	-2	-2	-5%
COc1cc(CCC(=O)OCC(=O)Nc2ccc(C(N)=O)cc2)cc(OC)c1OC	-2.8%	-21	-4%	3	2%	-3	-8	3	6%
COC(=O)c1sccc1NC(=O)/C=C/c1ccc(Cl)cc1	-0.6%	-9	-1%	5	2%	3	7	-15	-9%
CCCN1CCN(CCCNC(=O)c2cc3c(=O)[nH]c4ccc(C)cc4c3s2)CC1	-0.6%	-5	-4%	2	-28%	1	2	-7	1%
NC(=O)C1(c2ccccc2)CCC(=O)N1c1ccccc1 (stereo not given)	-2.6%	-10	-8%	2	4%	-8	-6	-6	2%
Cc1nc(NCc2ccccc2)sc1C(=O)Nc1ccccc1	2.4%	1	5%	0	-17%	-12	-5	0	-1%
CC1CCN(S(=O)(=O)c2cccc(C(=O)NCc3ccco3)c2)CC1	0.7%	-5	-2%	4	4%	0	0	-1	0%
COc1ccc2c(c1)c(=O)c(S(=O)(=O)c1ccc(C)c(C)c1)cn2CC(=O)Nc1ccccc1	0.8%	5	-1%	2	0%	-6	-6	-25	1%
(next part)
SMILES	RXFP1 agonist	D1 antag	GRP78 ERSR act	D1 agonist	Vif-APOBEC3F blk	LDHA inh	D1 potentiator	D2 potentiator	Vif-APOBEC3G blk
C=C(C)COc1ccc(-c2ncncc2-c2ccc(OC)cc2)c(O)c1	1.7%	-17	3%	2	-1%	-4	0	-7	-1%
Cn1ccnc1SCC(=O)Nc1ccc2ccccc2c1	2.6%	6	-2%	4	-7%	9	-6	nt	1%
c1ccc(C2NCCn3cccc32)cc1 (stereo not given)	0.4%	2	-2%	3	-4%	-1	-4	-5	1%
Cc1cc(=O)n2c(C(=O)Nc3ccc(F)c(Cl)c3)c(C(=O)Nc3cccc(C)c3C)sc2n1	-1.8%	1	3%	2	-2%	-1	0	0	-2%
Cc1ccccc1OCC(=O)OCC(=O)NCC1CCCCC1	nt	nt	2%	nt	0%	-6	nt	nt	-1%
N=c1c2c(n(Cc3ccc(Cl)c(Cl)c3)c3c1CCC3)CCCC2	-0.5%	-12	-5%	5	4%	-5	-2	1	0%
CC1Cc2ccccc2N1CC(=O)NC(=O)NC1CCCC1 (stereo not given)	1.7%	6	-3%	1	9%	1	0	2	1%
COc1ccc(NC(=O)c2c(N)c(C(=O)c3ccc(OC)cc3)n3ccccc23)cc1	1.1%	-4	nt	0	nt	-3	-2	-14	nt
CCOC(=O)c1c(C)[nH]c(C(=O)COC(=O)/C=C/c2ccc(OC(F)F)cc2)c1C	1.2%	-11	-5%	2	2%	-1	-1	-5	4%
O=c1[nH]c2c(cc1CNCCN1CCOCC1)c(-c1cccc(F)c1)nn2-c1ccccc1	-0.2%	-12	nt	3	nt	nt	-7	-12	nt

Ordered by length of the SMILES (highest first): part of the list above
SMILES	RXFP1 agonist	D1 antag	GRP78 ERSR act	D1 agonist	Vif-APOBEC3F blk	LDHA inh	D1 potentiator	D2 potentiator	Vif-APOBEC3G blk
Cc1cc(=O)n2c(C(=O)Nc3ccc(F)c(Cl)c3)c(C(=O)Nc3cccc(C)c3C)sc2n1	-1.8%	1	3%	2	-2%	-1	0	0	-2%
COc1ccc(NC(=O)c2c(N)c(C(=O)c3ccc(OC)cc3)n3ccccc23)cc1	1.1%	-4	nt	0	nt	-3	-2	-14	nt
N=c1c2c(n(Cc3ccc(Cl)c(Cl)c3)c3c1CCC3)CCCC2	-0.5%	-12	-5%	5	4%	-5	-2	1	0%

High-throughput results deposited in PubChem BioAssay by National Center for Advancing Translational Sciences (NCATS).

Not all compounds are listed (hit frequency here may not be typical).
